Assay outcomes deposited in PubChem by Sanford-Burnham Center for Chemical Genomics.
APOBEC3G inh – inhibitors of human APOBEC3G DNA deaminase; Q9HC16; recombinant A3G, ssDNA deamination FAM/TAMRA fluorescence; inhibition, % at 20 µM; 330,000 compounds, 0.28% hits;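 active = inhibition of at least 40% at 20 µM, with no more than 30% in the related APOBEC3A deaminase screen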;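 note: plate controls were DMSO wells with A3G for no effect and wells lacking A3G enzyme for full effect; some compounds called inactive have numbers as strong as hits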
Target sequence (Q9HC16 whole entry, looked up): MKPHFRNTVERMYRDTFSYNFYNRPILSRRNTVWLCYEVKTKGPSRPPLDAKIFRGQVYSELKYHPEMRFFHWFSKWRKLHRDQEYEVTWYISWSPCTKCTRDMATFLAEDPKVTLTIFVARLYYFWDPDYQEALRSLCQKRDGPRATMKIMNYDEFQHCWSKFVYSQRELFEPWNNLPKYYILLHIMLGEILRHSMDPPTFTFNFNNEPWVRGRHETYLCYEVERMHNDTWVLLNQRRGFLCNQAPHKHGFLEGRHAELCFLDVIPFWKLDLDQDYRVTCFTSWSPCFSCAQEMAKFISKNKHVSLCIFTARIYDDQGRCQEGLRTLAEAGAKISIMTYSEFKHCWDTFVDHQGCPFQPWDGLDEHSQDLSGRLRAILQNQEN
SENP1 inh – blocks the human SENP1 SUMO protease catalytic domain | AID 624204 | 360,000 compounds, 0.21% hits | recombinant SENP1 catalytic domain, CyPet-SUMO1-YPet FRET cleavage | inhibition, % at 10 µM;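 active = inhibition at least 30% at 10 µM, raw YFP signal under a set limit, fluorescence ratio 0.5 to 1.5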;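 note: 0% = enzyme with DMSO and 100% = no enzyme wells; some results filed as inactive read as strong as hits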
Target sequence (Q9P0U3 419-644 limits assumed): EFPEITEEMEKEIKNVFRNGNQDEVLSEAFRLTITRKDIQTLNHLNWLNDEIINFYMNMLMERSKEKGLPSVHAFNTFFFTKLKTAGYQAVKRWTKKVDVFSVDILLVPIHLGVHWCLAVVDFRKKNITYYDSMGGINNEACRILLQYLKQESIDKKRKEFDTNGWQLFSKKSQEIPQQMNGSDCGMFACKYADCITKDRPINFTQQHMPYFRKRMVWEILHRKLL
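Assay system: hSENP1 catalytic domain, recombinant. Amount: SENP1 enzyme, 20 pM final. Schedule: 50 min reaction, RT, dark. Technique: FRET, CFP and YFP emission. Control set: no-enzyme wells low, DMSO-plus-enzyme wells high control.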
APOBEC3A inh – inhibitors of human APOBEC3A DNA deaminase | inhibition, % at 20 µM | 330,000 compounds, 0.41% hits | P31941 | recombinant A3A, FAM/TAMRA ssDNA deamination fluorescence | AID 493011;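 active = at least 40% inhibition at 20 µM here, with at most 30% in a related deaminase screen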;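 note: plate controls were A3A with DMSO for no effect and wells lacking A3A enzyme for full effect; some results filed as inactive read as strong as hits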
Target sequence (P31941 whole entry, looked up): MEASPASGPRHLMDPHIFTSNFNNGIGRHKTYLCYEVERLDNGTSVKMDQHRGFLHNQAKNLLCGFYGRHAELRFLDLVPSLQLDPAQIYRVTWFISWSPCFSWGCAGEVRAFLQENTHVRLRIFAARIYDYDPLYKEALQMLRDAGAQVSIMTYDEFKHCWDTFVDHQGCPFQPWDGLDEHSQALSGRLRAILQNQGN
NALP3 yeast inh – inhibitors of NALP3 inflammasome in yeast | Yeast reconstituted NLRP3/ASC/caspase-1, beta-gal luminescence, 24 h | inhibition, % at 10 µM | 330,000 compounds, 0.39% hits;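 active = inhibition of 50% or more; inactive = inhibition below 50%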;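 note: plate controls were induced DMSO wells for no effect and uninduced yeast grown without galactose for full effect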
hIAP block – human IAP inhibition; purified IAP, CDP-Star luminescence, 30 min; inhibition, % at 10 µM; 330,000 compounds, 0.12% hits; AID 2544;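 active = inhibition reaching a set limit with compound at 10 µM in the primary screen, cut at about 35% in these data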;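 note: plate controls were DMSO wells with enzyme for no effect and no-enzyme buffer wells for full effect; values of inactives mirror those of a sister screen read the other way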
hIAP act – increases human intestinal alkaline phosphatase activity | 330,000 compounds, 0.16% hits | activation factor at 10 µM | purified human IAP, CDP-Star luminescence, 30 min; stronger effect = higher value; 1 = vehicle-only enzyme, 0 = enzyme-free background;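 active = activation factor of the enzyme at least 2-fold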; note: the source names both 10 and 20 µM as test concentration; values of inactives mirror those of a sister screen read the other way
MIN6 prolif – MIN6 beta-cell proliferation induction; proliferation, % at 10 µM; MIN6 cells proliferation, ATPlite luminescence, 48 h; cells starved in 0.2% serum; 100% = growth in 10% serum; AID 2380; 330,000 compounds, 0.29% hits;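 active = compounds whose signal lies at least 3.5 SD above the mean of all wells on their plate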;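 note: 0% = DMSO-treated cells in low-serum medium and 100% = 10% serum control; some compounds called inactive have numbers as strong as hits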
mIAP inh – blocks mouse intestinal alkaline phosphatase. inhibition, % at 10 µM. AID 2806. 330,000 compounds, 0.2% hits. purified mouse IAP, CDP-Star luminescence, 30 min;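 active = inhibition of at least 40% at 10 µM in the primary screen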;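 note: plate controls were DMSO with enzyme for no effect and no enzyme wells for full effect; values of inactives mirror those of a sister screen read the other way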
mIAP act – increases mouse intestinal alkaline phosphatase activity. muIAP, CDP-Star luminescence, 30 min; stronger effect = higher value; 1 = vehicle-only enzyme signal, 0 = enzyme-free wells. activation factor at 10 µM. 330,000 compounds, 0.24% hits. AID 2805;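 active = activation factor of at least 2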; note: the source names both 10 and 20 µM as test concentration; values of inactives mirror those of a sister screen read the other way
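System: Mouse IAP enzyme | Also added: CDP-Star substrate | Dosing: Compounds dispensed in DMSO | Schedule: 30 min enzyme-substrate-compound incubation at room temperature | Technique: Chemiluminescence readout | Control set: DMSO-only wells and no-enzyme negative control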
* marks the source's active call; other numbers are inactive results; x = not tested or not shown. The list is partial. The share of hits here may be higher or lower than overall.

SMILES	APOBEC3G inh	SENP1 inh	APOBEC3A inh	NALP3 yeast inh	hIAP block	hIAP act	MIN6 prolif	mIAP inh	mIAP act
O=C(c1ccco1)N(Cc1cc2ccccc2[nH]c1=O)C1CCCCC1	3	-8	2	1	-12	1.1	2	-7	1.1
CC(OC(=O)c1ccc(Cl)c(S(N)(=O)=O)c1)C(=O)NCc1ccc2c(c1)OCO2 (stereo not given)	0	1	6	3	8	0.92	-2	4	0.96
O=C(O)CCc1ccc(-c2ccccc2)n1-c1ccc(C(=O)O)cc1	-6	0	-3	5	3	0.97	2	1	0.99
O=C(c1ccc(Br)s1)N1CCc2ccccc2C1	-3	1	1	23	5	0.95	0	5	0.95
CC1(C(=O)OCC(=O)Nc2ccc(S(=O)(=O)N3CCOCC3)cc2)CC1(Cl)Cl (stereo not given)	-4	1	-6	6	-10	1.1	-1	-5	1.1
CC(C)(C)c1ccc(Oc2ccc(N)cn2)cc1	-3	-6	-2	-3	8	0.92	-4	3	0.97
Cc1onc(-c2ccccc2)c1C(=O)N(Cc1ccccc1)C(C)C	-8	0	-6	26	-12	1.1	0	10	0.9
Cc1ccc(-c2csc(NC(=O)c3cccs3)n2)cc1	-2	1	-2	17	-12	1.1	-1	3	0.97
CSc1c(CC(=O)Nc2ccccc2Cl)n(Cc2ccccc2)c2ccccc12	-4	-2	0	25	1	0.99	-4	-20	1.2
COc1ccc(S(=O)(=O)N2CCOCC2)cc1C(=O)NC1CCCCCC1	2	2	5	-5	-1	1	-2	-14	1.1

For convenience, 2 of the compounds above.
SMILES	APOBEC3G inh	SENP1 inh	APOBEC3A inh	NALP3 yeast inh	hIAP block	hIAP act	MIN6 prolif	mIAP inh	mIAP act
CSc1c(CC(=O)Nc2ccccc2Cl)n(Cc2ccccc2)c2ccccc12	-4	-2	0	25	1	0.99	-4	-20	1.2
COc1ccc(S(=O)(=O)N2CCOCC2)cc1C(=O)NC1CCCCCC1	2	2	5	-5	-1	1	-2	-14	1.1

(listing goes on)
SMILES	APOBEC3G inh	SENP1 inh	APOBEC3A inh	NALP3 yeast inh	hIAP block	hIAP act	MIN6 prolif	mIAP inh	mIAP act
COC(=O)c1c(NS(=O)(=O)c2ccc3ccccc3c2)sc2c1CCCC2	1	-2	3	-17	5	0.95	-5	16	0.84
CCOc1ccccc1Nc1nc(N)nc(CN(C)C2CCCCC2)n1	-6	0	-1	-17	3	0.97	-3	5	0.95
COc1ccc(/C=N/NC(=O)C2(C)NC(C)(C)Cc3ccccc32)cc1 (stereo not given)	-4	-2	3	5	-1	1	1	3	0.97
Cc1ccc2c(c1)N(CCC(=O)NC1CCCCC1C)C(=O)CO2 (stereo not given)	-3	1	-2	-1	-9	1.1	-3	4	0.96
CC1(C)C(=O)NCCN1C(=O)CCCC(=O)O	-12	1	4	4	6	0.94	-4	-5	1
CCc1nc(NCCCn2ccnc2)c2oc3ccccc3c2n1	0	1	3	0	-1	1	3	-1	1
O=C(COC(=O)COc1ccccc1)NC1CCCc2ccccc21 (stereo not given)	-5	4	-3	-1	13	0.87	3	8	0.92
O=c1cc(CN2CCN(S(=O)(=O)c3ccccc3[N+](=O)[O-])CC2)nc2sccn12	-11	-13	18	7	-8	1.1	2	0	1
CCOC(=O)/C(C#N)=C1\Nc2ccccc2N=C1N(CC(C)C)CC(C)C	-4	-22	-6	6	16	0.84	-4	13	0.87
CC(C)NC(=S)N1CCN(C/C=C/c2ccccc2)CC1	-12	-1	-7	19	-12	1.1	-3	-4	1
O=C(NNc1ncnc2c1cnn2-c1ccc(F)cc1)c1ccco1	-10	-2	-5	15	-163	2.6*	2	1	0.99
COc1ccccc1NS(=O)(=O)c1cccc(C(=O)N2CCN(C/C=C/c3ccccc3)CC2)c1	-4	0	-2	5	-1	1	-2	9	0.91
O=C(CN1C(=O)c2cccnc2Oc2ccc(Cl)cc21)NC1CCCC1	2	2	-3	15	-4	1	-7	0	1
CCOC(=O)CN1C(c2ccccc2O)Nc2ccc(Br)cc2C1c1ccccc1 (stereo not given)	-1	-1	2	4	-30	1.3	-2	-1	1
Cc1c(C)n(CC(O)CNc2ccccc2)c2ccccc12 (stereo not given)	3	-1	-1	24	10	0.9	-4	12	0.88
CCCCn1c(N)c(N(CCOC)C(=O)CCCc2cccs2)c(=O)[nH]c1=O	-3	-8	0	11	12	0.88	8	2	0.98
CCN(Cc1ccncc1)C(=O)Cc1cccs1	-6	-2	0	8	14	0.86	0	0	0.99
O=C(Nc1nncs1)C1CC(=O)N(C2CCCC2)C1 (stereo not given)	-7	2	0	2	-11	1.1	4	-1	1
Cc1ccc(C(=O)N2CCC(C(=O)NCc3cccnc3)CC2)cc1	-5	0	1	4	-14	1.1	-2	1	0.99
COc1ccc(NS(=O)(=O)c2cccc(C(=O)Nc3cccc(C(=O)O)c3)c2)cc1	10	2	-4	24	-16	1.2	-3	7	0.93
O=C(NC1CC1)c1nc(Cn2ccc([N+](=O)[O-])n2)no1	-10	1	-5	16	-15	1.1	-1	-5	1.1
O=C(O)CC1S/C(=N\N=C2CCCCCCC2)N(c2ccccc2)C1=O (stereo not given)	-7	4	-4	-4	-4	1	0	12	0.88
CCCNC(=O)CS(=O)Cc1nc(-c2ccc(OC)cc2)oc1C (stereo not given)	-2	-1	-1	-2	-8	1.1	-2	6	0.94
N/C(CC(=O)Nc1cccc(C(F)(F)F)c1)=N/O	-4	1	2	2	-13	1.1	-4	-4	1
COc1ccc(Cl)cc1NC(=O)N1CCC(C)CC1	-4	2	-1	11	4	0.96	2	4	0.95
Cn1cnc([N+](=O)[O-])c1Sc1ccc(Br)cc1	-5	2	-4	-2	-4	1	-6	5	0.95
COc1ccc(C)cc1S(=O)(=O)N(CC(=O)NCc1ccc(Cl)cc1)Cc1ccccc1	-4	1	1	-3	-2	1	-6	-6	1.1
CCOCCOc1cccc(C(=O)NC(C)c2ccc3ccccc3c2)c1 (stereo not given)	-10	3	-5	4	-6	1.1	-1	-8	1.1
Cn1c(=O)n(Cc2ccccc2F)c2ccccc21	0	-1	1	-29	4	0.96	-1	-5	1
O=C(COc1ccc2c3c(c(=O)oc2c1)CCC3)N[C@@H](CSCc1ccccc1)C(=O)O	-3	1	0	4	9	0.91	-4	7	0.93
Clc1ccc(OCCCNCc2ccccc2)c2ccccc12	-4	1	2	32	-21	1.2	-4	16	0.84
CCOC(=O)c1cnc2ccc(Cl)cc2c1Nc1ccc(S(=O)(=O)Nc2ncccn2)cc1	-5	0	3	6	-5	1	1	13	0.87
CCCCC1=CC2=CC(=O)C(C)(OC(=O)CC)C(=O)C2=CN1CCCCO (stereo not given)	-11	-29	1	15	4	0.96	-4	-1	1
CC1(C(=O)O)CCC(C(N)=O)C1(C)C (stereo not given)	2	1	4	-6	-12	1.1	2	-6	1.1
O=C(Nc1ccccc1)C1CCN(C(=O)c2ccc(Br)cc2)CC1	-3	-1	-2	8	-14	1.1	-1	-1	1
O=C(CNC(=O)c1ccc(Cl)cc1)OCc1nc2ccccc2s1	-4	-3	-1	1	13	0.87	-1	9	0.91
CCOc1ccc(-c2c(C)n([O-])c3c([n+]2=O)CCCC3)cc1	1	1	0	5	-2	1	1	-11	1.1
CCN(CC)c1ccc(/C=N/N=C(N)N)c(O)c1	-8	-34	-4	14	-27	1.3	-4	-8	1.1
CC(C)(C)c1nc2c(s1)CCc1onc(-c3ccc(Cl)cc3)c1-2	-12	1	-1	26	-22	1.2	-5	12	0.88
N#CCCN(Cc1ccccc1)C(=S)Nc1ccc(F)cc1	-4	16	-1	8	17	0.83	-1	-5	1.1
COc1cc(/C=C/C(=O)OCC(=O)Nc2cc(C(F)(F)F)ccc2N2CCOCC2)ccc1O	0	-137	-1	4	5	0.95	-1	0	0.99
CC(C)(C)c1ccccc1NC(=O)c1c(O)c2cccc3c2n(c1=O)CC3	-14	x	2	15	14	0.86	-5	8	0.92
CCN(CC)S(=O)(=O)c1cccc(C(=O)Nc2nc3cc4c(cc3s2)OCCO4)c1	-4	-2	3	-4	-13	1.1	-4	7	0.93
O=c1c2cc(NC(=S)NCCCN3CCC(Cc4ccccc4)CC3)ccc2nc2n1CCCCC2	-12	2	-2	5	-5	1.1	-7	0	1
CC(C)C[C@H]1COCCS(=O)(=O)N1Cc1cccc(C(F)(F)F)c1	5	-1	7	11	-24	1.2	-3	-8	1.1
COc1ccc2c(c1)CCC1C2=NN(/C(C)=C/C(C)=O)C1c1cccc(F)c1 (stereo not given)	-9	-89	3	29	-4	1	-1	7	0.93
Cc1cc(C)c(S(=O)(=O)N(C)CC(=O)NCCN2CCOCC2)c(C)c1	0	2	-4	1	5	0.95	0	0	1
C[C@H](CO)N1C[C@H](C)[C@@H](CN(C)Cc2ccncc2)Oc2ccc(NC(=O)CCCCCC(=O)Nc3ccccc3N)cc2C1=O	-8	1	-4	0	2	0.98	0	-23	1.2
S=c1[nH]nc(CCc2nc3ccccc3[nH]2)n1-c1cccc(Cl)c1	8	0	-1	18	-46	1.5	0	3	0.97
CCNC(=O)CC1SC(=Nc2cccc(Cl)c2C)N(C)C1=O (stereo not given)	0	2	1	6	18	0.82	-3	-1	1

Already shown: 13 of the compounds above.
SMILES	APOBEC3G inh	SENP1 inh	APOBEC3A inh	NALP3 yeast inh	hIAP block	hIAP act	MIN6 prolif	mIAP inh	mIAP act
O=C(Nc1ccccc1)C1CCN(C(=O)c2ccc(Br)cc2)CC1	-3	-1	-2	8	-14	1.1	-1	-1	1
O=C(CNC(=O)c1ccc(Cl)cc1)OCc1nc2ccccc2s1	-4	-3	-1	1	13	0.87	-1	9	0.91
CCOc1ccc(-c2c(C)n([O-])c3c([n+]2=O)CCCC3)cc1	1	1	0	5	-2	1	1	-11	1.1
CCN(CC)c1ccc(/C=N/N=C(N)N)c(O)c1	-8	-34	-4	14	-27	1.3	-4	-8	1.1
CC(C)(C)c1nc2c(s1)CCc1onc(-c3ccc(Cl)cc3)c1-2	-12	1	-1	26	-22	1.2	-5	12	0.88
N#CCCN(Cc1ccccc1)C(=S)Nc1ccc(F)cc1	-4	16	-1	8	17	0.83	-1	-5	1.1
COc1cc(/C=C/C(=O)OCC(=O)Nc2cc(C(F)(F)F)ccc2N2CCOCC2)ccc1O	0	-137	-1	4	5	0.95	-1	0	0.99
CC(C)(C)c1ccccc1NC(=O)c1c(O)c2cccc3c2n(c1=O)CC3	-14	x	2	15	14	0.86	-5	8	0.92
CCN(CC)S(=O)(=O)c1cccc(C(=O)Nc2nc3cc4c(cc3s2)OCCO4)c1	-4	-2	3	-4	-13	1.1	-4	7	0.93
O=c1c2cc(NC(=S)NCCCN3CCC(Cc4ccccc4)CC3)ccc2nc2n1CCCCC2	-12	2	-2	5	-5	1.1	-7	0	1
CC(C)C[C@H]1COCCS(=O)(=O)N1Cc1cccc(C(F)(F)F)c1	5	-1	7	11	-24	1.2	-3	-8	1.1
COc1ccc2c(c1)CCC1C2=NN(/C(C)=C/C(C)=O)C1c1cccc(F)c1 (stereo not given)	-9	-89	3	29	-4	1	-1	7	0.93
Cc1cc(C)c(S(=O)(=O)N(C)CC(=O)NCCN2CCOCC2)c(C)c1	0	2	-4	1	5	0.95	0	0	1
